SMN2 splice up: enhancers of SMN2 splice variant expression; HEK293 SMN2-luciferase splicing reporter, luminescence, 30-36 h; Potency, µM (titrated, usually from 46.1 µM), without a hit: at the top dose activity change, positive = activation, actives largely listed as activators; 210,000 tested, 2.8% active; also: % of control where 0% means no effect; nearly all actives have a fitted effect of over 55% in size
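HEK293 cells carry an SMN2 minigene-luciferase reporter in which exon 7 inclusion puts luciferase in frame. Cells were seeded at 2000 cells/well, attached for 10-12 hours, then exposed to compounds for 30-36 hours at 37C before ONE-Glo luminescence.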
Epigenetic derep: derepresses silenced GFP reporter in murine cells; murine LDR cells, GFP reporter derepression, 30 h; AID 1865; 280,000 tested, 0.2% active; Potency, µM (highest dose often 53.9 µM), inactives show top-dose GFP activation, actives largely listed as activators; also: % of control where 0% means no effect; nearly all actives have a fitted effect of over 60% in size
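Readout is the number of GFP-expressing murine LDR cells, counted by cytometry following washing. Cells were treated with compound for 30 h at 37 C; the stably integrated CMV-GFP locus is normally silent.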
* hit, by the source's call; ? = inconclusive; [ ] = remark or other dose. Calls follow the shape of the dose curve; as a rule, active = well fitted curve in the direction sought with a large enough effect; inconclusive = small, poorly fitted or top-dose-only effect, or another doubt; inactive = no such curve, though single readings can be large; an effect the other way counts as inactive or inconclusive. Potency is read from the fitted curve at half-maximal effect. A portion of the library, so the mix of outcomes need not match the whole.

The line under a structure holds: SMN2 splice up	Epigenetic derep
CCOC(=O)c1ccc(N2C(=O)c3[nH]nc(-c4ccc(C)cc4)c3C2c2ccc(O)cc2)cc1 (stereo not drawn)
 : -9.1%	6.0%
COc1cccc(NC(=O)c2oc3ccccc3c2NC(=O)c2ccc(C(F)(F)F)cc2)c1
 : -4.5%	6.0%
CCc1nn(-c2ccccc2)c2nc(-c3cccc(OC)c3)c3cc(OC)c(OC)cc3c12
 : 7.6%	-1.6%
COc1ccc(CN2C(=O)C(NC(=O)c3ccccc3OC)(C(F)(F)F)N=C2c2ccccc2)cc1 (stereo not drawn)
 : -6.3%	?
CCOc1ccccc1C1C(C(=O)Nc2ccccc2)=C(C)Nc2c(C(=O)Nc3ccc(F)cc3)cnn21 (stereo not drawn)
 : 10.6%	-0.9%
COC(=O)c1ccc(NC(=O)c2c(-c3ccccc3)c(-c3ccccc3)nn(C)c2=O)cc1
 : 1.7%	-2.2%
O=C(NC1CCCCC1)c1ccc2c(c1)N(Cc1ccc(Cl)cc1)C(=O)c1ccccc1S2=O (stereo not drawn)
 : 9.2%	1.1%
CCOC(=O)c1ccc(NC(=O)c2sc3ccccc3c2Cl)cc1
 : 7.1%	-1.6%
COc1ccc(N2C(=O)Cc3cc(OC)c(OC)cc3C2c2ccc(F)cc2)cc1 (stereo not drawn)
 : 4.0%	-3.0%
O=C(Cn1ncc2c3ccccc3n(Cc3cccc(Cl)c3)c2c1=O)NCc1cccs1
 : -3.3%	0.9%
Cc1ccc(S(=O)(=O)n2nc(-c3ccc(Cl)cc3)nc2NCc2ccccc2)cc1
 : 4.0%	-2.5%
Cc1cc(C)c2oc(-c3cccc(NC(=O)c4ccc(Br)o4)c3)nc2c1
 : 15.6%	-1.6%
COc1ccc(-c2cc(-c3ccc(F)cc3)nc3c2COc2ccccc2-3)cc1
 : 0.9%	-1.1%
CCOc1ccccc1-n1nnc(S(=O)(=O)c2ccc(C)cc2)c1N
 : -24.4%	-1.8%
O=C1CN(C(=O)c2ccc(Cl)cc2Cl)C(c2ccc(F)cc2)c2cc(F)ccc2N1 (stereo not drawn)
 : -15.5%	1.7%
COc1ccc(OC)c(/C=C/C(=O)Nc2ccc(C(=O)OCCC(C)C)cc2)c1
 : -8.0%	-0.5%
Cc1cc(C(=O)Nc2c(C)nn(Cc3ccc(F)cc3)c2C)no1
 : -6.2%	0.0%
FC(F)(F)c1cccc(N2CCN(Cc3nnc(-c4ccccc4)o3)CC2)c1
 : 1.7%	3.1%
Cc1cc(F)ccc1NC(=O)c1csc2c1CCC(C)C2 (stereo not drawn)
 : 6.31µM*	0.9%
Cc1ccc(S(=O)(=O)c2cn(CC(=O)Nc3ccc4c(c3)OCO4)c3ccc(F)cc3c2=O)cc1
 : 2.3%	0.6%
O=C(CC1N=C2c3ccccc3N=C(SCC(=O)Nc3ccccc3F)N2C1=O)NCc1cccs1 (stereo not drawn)
 : 6.2%	2.4%
CCCn1c(=O)c2sccc2n2c(CCCC(=O)Nc3ccccc3OCC)nnc12
 : 5.1%	5.0%
COc1ccc(-c2cc3nc(C)c(CCC(=O)N4CCN(c5ccc(F)cc5)CC4)c(C)n3n2)c(OC)c1
 : -8.2%	0.0%
COc1ccccc1-c1noc(CCCC(=O)NCc2ccco2)n1
 : 4.2%	-1.9%
CCOc1ccc(S(=O)(=O)Nc2nc3ccccc3nc2Nc2ccc(OC)cc2)cc1
 : -6.4%	-0.1%
COc1ccc(OC)c(-c2csc(-c3c(N)c(C(=O)c4ccccc4)n4ccccc34)n2)c1
 : -0.9%	-2.1%
Cc1ccc(NC(=O)C2CCN(S(=O)(=O)c3cccc4nsnc34)CC2)cc1F
 : -17.7%	6.7%
CN(C)S(=O)(=O)n1cc(/C=C(\NC(=O)c2ccccc2Cl)C(=O)NCCCn2ccnc2)c2ccccc21
 : 11.5%	6.0%
Cc1ccc(NC(=O)C2CC(=O)N(c3ccc(OC(C)C)cc3)C2)cc1 (stereo not drawn)
 : -2.3%	-1.6%
O=C(NCCc1ccc(Cl)cc1)c1nnc(Cc2ccc(F)cc2)o1
 : -7.0%	4.4%
COC(=O)c1c(NC(=O)/C=C/c2ccc(OC)cc2)sc2c1CCC2
 : 1.5%	?
COc1ccc(-c2cc3nc(C)c(CCC(=O)NCc4ccccc4Cl)c(C)n3n2)c(OC)c1
 : -1.3%	-1.1%
Cc1ccc(CNC(=O)CC2Oc3ccccc3NC2=O)cc1 (stereo not drawn)
 : -1.1%	1.4%
CCc1ccccc1NS(=O)(=O)c1ccc2c(c1)CCN2C(=O)C1CC1
 : -3.4%	1.1%
COc1cccc(Cn2c(C)c(CNCc3cccc(C)c3)c(C(=O)O)c2C)c1
 : -10.0%	-1.6%
CCCCNc1nc(Oc2ccc(OCCC)nn2)nc(N(C)C)n1
 : -1.4%	-2.3%
COc1cccc(OCc2nc3ccccc3n2C)c1
 : 15.8µM*	-1.0%
COc1ccccc1C(=O)Nc1cc2c(cc1N1CCOCC1)n(C)c(=O)n2C
 : 12.8%	3.1%
CSc1nc2sc3c(c2c(=O)n1Cc1ccccc1)CCC(C(C)(C)C)C3 (stereo not drawn)
 : -1.1%	-1.6%
COc1ccc(OC)c(CNC(=O)c2nn(-c3ccc(OC)c(Cl)c3)c(=O)c3c2c2ccccc2n3C)c1
 : 9.5%	0.5%
CC(NC(=O)Cn1ncc2c3ccccc3n(Cc3ccc(F)cc3)c2c1=O)c1ccccc1 (stereo not drawn)
 : 8.2%	13.7%
CC(=O)c1cccc(NC(=O)c2c(-c3ccccc3)c(-c3ccccc3)nn(C)c2=O)c1
 : -9.0%	-3.1%
CCOc1ccc(C(=O)c2cn(Cc3ccc(F)cc3)c3ccc(F)cc3c2=O)cc1
 : -3.0%	0.0%
CCCOc1cccc(C2c3c(oc4ccc(F)cc4c3=O)C(=O)N2Cc2ccc3c(c2)OCO3)c1 (stereo not drawn)
 : -1.0%	1.9%
COc1ccc(-c2noc(CN(C(C)C)S(=O)(=O)c3ccc(Br)cc3)n2)cc1
 : 1.4%	0.2%
CCSc1nnc2c(n1)OC(c1cc(OC)c(OC)c(OC)c1)Nc1ccccc1-2 (stereo not drawn)
 : 13.5%	-1.1%
CN(C)c1ccc(/C=C/c2noc(-c3ccccc3O)n2)cc1
 : -24.4%	1.1%
Cc1ccc(CNC(=O)CN(c2ccc(C(C)C)cc2)S(=O)(=O)c2c(C)n[nH]c2C)cc1
 : -4.3%	-3.3%
COc1ccc2oc(=O)cc(CN3CCN(c4ccccc4F)CC3)c2c1
 : 2.7%	-3.1%
CCOc1ccc(CCNC(=O)c2cc3c(-c4ccccc4F)nn(C)c3s2)cc1OCC
 : -49.0%[inhibitor]	-0.7%
Cc1ccc(-n2nc3ccc(NC(=O)Cc4ccc(Cl)cc4)cc3n2)cc1
 : -8.7%	3.4%
CCCCOc1ccc(C(=O)Nc2ccc(S(=O)(=O)Nc3nc(C)cc(C)n3)cc2)cc1
 : -20.4%	-0.6%
CC(C)(C)C(=O)Cn1c(=O)n(CCCCCC(=O)NCc2ccccc2Cl)c(=O)c2sccc21
 : -12.5%	3.5%
CCC(=O)N1CCc2cc(Br)cc(S(=O)(=O)N(CC)Cc3ccccc3)c21
 : 6.5%	4.5%
CCc1ccccc1N1CC(c2nc3ccccc3n2CCCOc2ccc(Cl)cc2)CC1=O (stereo not drawn)
 : -27.7%	0.7%
CC(=O)N1CCc2c(sc3c2c(=O)n(-c2ccccc2C)c(=O)n3CC(=O)Nc2ccccc2)C1
 : 8.0%	0.8%
Cc1ccc(C)c(N2CCN(C(=O)Cn3nc(Cc4cccnc4)c4ccccc4c3=O)CC2)c1
 : -23.0%	2.6%
CCCCOc1cccc(NC(=O)c2cccc(C(=O)Nc3cccc(OCCCC)c3)c2)c1
 : -2.6%	0.0%
Cc1ccc2oc(-c3cccc(NC(=O)c4cccc5c(Br)cccc45)c3)nc2c1
 : -2.6%	-0.8%
Fc1ccccc1N1CCN(c2nc3ccccc3c3nc(-c4ccccc4)nn23)CC1
 : -0.9%	0.0%

Remaining list, next part.
The line under a structure holds: SMN2 splice up	Epigenetic derep
CCc1cccc(NC(=O)c2nnn(Cc3ccc(SC)cc3)c2N)c1
 : -2.0%	0.8%
Fc1ccc(-c2nc3c4c(-c5ccccc5)c(-c5ccccc5)oc4ncn3n2)cc1
 : 8.6%	1.0%
COc1ccc(N2CCN(CCCNC(=O)c3nnc(Cc4ccccc4Cl)o3)CC2)cc1
 : -25.1%	0.0%
Cc1ccc(-c2c(C(=O)NCCc3ccccc3)oc(=O)c3ccccc23)cc1
 : 2.1%	-0.8%
COc1ccc(Cn2c(=O)[nH]c3cc(C(=O)N4CCN(c5ccccc5)CC4)ccc3c2=O)cc1
 : 5.6%	1.3%
Cc1cccc(N2CCN(C(=O)Cn3c(C)c4cnn(-c5ccccc5)c(=O)c4c3C)CC2)c1C
 : -12.3%	1.6%
Cc1ccccc1NC(=O)c1c(NC(=O)c2ccncc2)sc2c1CCC(C(C)(C)C)C2 (stereo not drawn)
 : -13.1%	-0.6%
CCNC(=O)c1c(NC(=O)Cc2coc3cc(C)cc(C)c23)sc2c1CCCC2
 : 8.1%	-1.9%
Cc1c(CCC(=O)NCCc2ccccc2F)c(=O)oc2cc(O)ccc12
 : 3.2%	0.0%
COc1ccc(CCNCc2c(C(=O)O)c(C)n(Cc3cccc(Cl)c3)c2C)c(OC)c1OC
 : 2.0%	3.5%
O=C(c1ccc2c(c1)N(Cc1ccccc1)C(=O)c1ccccc1S2(=O)=O)N1CCN(Cc2ccccc2)CC1
 : -49.5%[inhibitor]	0.0%
Cc1ccc(CNC(=O)CCN2C(=O)C(C)Oc3ccc(C)cc32)cc1 (stereo not drawn)
 : -9.3%	-2.4%
Cc1cccc(C(=O)n2nc(-c3cccnc3)nc2NCc2ccccc2)c1
 : 15.9%	0.0%
CCOC(=O)c1ccc(N2C(=O)c3n[nH]c(-c4ccco4)c3C2c2ccc(O)c(OC)c2)cc1 (stereo not drawn)
 : 4.6%	1.8%
COc1ccc(S(=O)(=O)N2CCCN(CC(=O)Nc3ccc(OC)cc3OC)CC2)cc1
 : -11.8%	17.2%
Cc1cc(C)c(NC(=O)CCCn2c(C)c3cnn(-c4ccccc4)c(=O)c3c2C)c(C)c1
 : -19.5%	14.8%
Cc1ccc(NC(=O)Cn2c(=O)n(CCCCC(=O)NCc3ccc4c(c3)OCO4)c(=O)c3ccccc32)cc1
 : 1.5%	0.0%
COc1ccc(Cl)cc1NC(=O)CCCn1c(C)c2cnn(-c3ccccc3)c(=O)c2c1C
 : -11.1%	-2.9%
COc1ccccc1CNC(=O)CCn1c(=O)c2ccccc2n(CC(=O)Nc2ccc(C)cc2Cl)c1=O
 : 16.5%	?
Cc1ccccc1NC(=O)Cn1nnc(C(=O)NCc2cccs2)c1N
 : -8.4%	4.1%
O=c1oc2ccccc2cc1-c1cn2cc(Cc3ccc(Cl)cc3)sc2n1
 : -1.9%	4.8%
COc1ccc(/C=C(/C#N)c2nc(-c3ccc(-c4ccccc4)cc3)cs2)cc1
 : 1.2%	-1.6%
COc1ccc(C(C)C)cc1S(=O)(=O)NCCc1c(C)[nH]c2c(Cl)cccc12
 : -13.5%	?
COc1ccc(CCNC(=O)CCCn2c(=O)c3ccccc3n(Cc3ccccc3)c2=O)cc1OC
 : -3.3%	0.0%

Screens from PubChem BioAssay.
